Compound activity deposited in PubChem by National Center for Advancing Translational Sciences (NCATS).
JMJD2A Tudor: JMJD2A Tudor domain (human) inhibition; O75164; AlphaScreen JMJD2A-Tudor / H3K4me3 peptide binding; Potency, µM (titrated, usually from 114 µM), for inactives: at the top dose activity change, negative = inhibition, usual class: inhibitors; 390,000 compounds, 4.4% hits; AID 504339; further: potency means the concentration at half of the fitted maximal effect; on the % scale 0 is the no-effect control and ±100 the full control effect; nearly all actives have a fitted effect of over 50% in size
BAZ2B inh: BAZ2B (human) inhibition | AlphaScreen BAZ2B-H3K14Ac peptide displacement | Potency, µM (doses to about 114 µM), inactives show at the highest dose activity change, negative = inhibition, usual class: inhibitors | 360,000 compounds, 4.4% hits | AID 504333; further: potency means the concentration at half of the fitted maximal effect; on the % scale 0 is the no-effect control and ±100 the full control effect; nearly all actives have a fitted effect of over 60% in size
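Multi-concentration screen (max 110 uM) measuring displacement of acetylated histone H3 peptide from BAZ2B by AlphaScreen, using 50 nM protein, 50 nM peptide and 10 ug/mL streptavidin donor plus Ni-chelate acceptor beads.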
HP1b chromo inh: inhibitors of HP1-beta chromodomain binding to methylated histone tails; 390,000 compounds, 0.56% hits; AlphaScreen HP1-beta / biotin-H3K9me3 peptide binding; P83916; Potency, µM (top dose mostly 114 µM), for the others: top-dose activity change, negative = inhibition, most hits filed as inhibitors; AID 540317; further: potency means the concentration at half of the fitted maximal effect; nearly all actives have a fitted effect of over 70% in size; inactives centre near 23
Target sequence (P83916 whole entry, looked up): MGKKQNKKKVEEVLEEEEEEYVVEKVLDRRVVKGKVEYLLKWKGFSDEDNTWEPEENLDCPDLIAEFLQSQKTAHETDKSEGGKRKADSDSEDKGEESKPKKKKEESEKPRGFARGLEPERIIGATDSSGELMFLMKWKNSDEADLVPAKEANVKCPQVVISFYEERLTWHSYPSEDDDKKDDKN
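AlphaScreen: HP1-beta (50 nM) preformed 30 min with biotin-H3(1-18)K9me3 peptide (50 nM) in PBS pH 7.4, 0.01% Tween-20. Compound added for 30 min at RT, then streptavidin donor/nickel chelate acceptor beads (10 ug/mL) for 30 min.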
GLS inh: blocks human kidney-isoform glutaminase activity; O94925; GLS enzymatic activity, qHTS titration; Potency, µM (series often up to 45.5 µM), for the others: at the highest dose activity change, negative = inhibition, hits mostly inhibitors; 410,000 compounds, 0.21% hits; AID 624170; further: potency means the concentration at half of the fitted maximal effect; on the % scale 0 is the no-effect control and ±100 the full control effect
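hKGA in 45 mM KH2PO4 (pH 8.2), 0.02% Tween-20 with compound, then 1mM L-Glutamine (stock as added) plus glutamate oxidase/HRP/Amplex red coupling mix. Fluorescence read initially and after 30 min at RT; signal change reflects glutamate formation.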
ERG-DNA inh: ERG Ets/DNA interaction inhibition; Potency, µM (titrated, usually from 76.9 µM), inactives show at the top dose FP activity, negative = inhibition, actives largely listed as inhibitors; fluorescence polarization, His-ERG Ets domain / labelled DNA; P11308; 370,000 compounds, 0.028% hits; active means well fitted inhibition curve with a large enough effect in the polarisation, with a control signal flat; inconclusive means small, poorly fitted or top-dose-only effect, or effect the other way, or a change in a side signal; inactive means no such curve, though single readings can be large or run the other way; the % refers to the polarisation;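 further: polarization taken with two DNA probes labelled with fluorescein and Texas red; potency means the concentration at half of the fitted maximal effect; % of control where 0% means no effect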
Target sequence (P11308 whole entry, looked up, the tested form may be a part): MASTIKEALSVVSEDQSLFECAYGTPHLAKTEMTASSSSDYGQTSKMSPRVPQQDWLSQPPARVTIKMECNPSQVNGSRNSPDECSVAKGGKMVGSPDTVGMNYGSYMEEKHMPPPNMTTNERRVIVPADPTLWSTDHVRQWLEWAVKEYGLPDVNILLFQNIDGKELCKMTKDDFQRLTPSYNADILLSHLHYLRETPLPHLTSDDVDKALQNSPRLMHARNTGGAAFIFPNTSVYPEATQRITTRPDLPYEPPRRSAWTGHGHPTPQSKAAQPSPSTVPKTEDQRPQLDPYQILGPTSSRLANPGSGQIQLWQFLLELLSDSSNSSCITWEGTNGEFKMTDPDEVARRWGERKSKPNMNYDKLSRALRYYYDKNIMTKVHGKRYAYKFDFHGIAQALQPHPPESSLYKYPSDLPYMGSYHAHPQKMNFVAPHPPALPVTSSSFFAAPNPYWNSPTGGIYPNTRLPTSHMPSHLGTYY
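His-tagged ERG Ets domain (1 uM in the protein solution; 300mM KCl, 50mM Tris-HCl, 1mM EDTA, 1mM DTT, pH 7.5) received compound, then a probe mix of 5 nM fluorescein-DNA and 100nM Texas-615-DNA. Fluorescence polarization was read for both dyes.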
ALOX12 inh: blocks human arachidonate 12S-lipoxygenase; 580,000 compounds, 1.1% hits; P18054; Potency, µM (top dose mostly 108 µM), for inactives: at the highest dose activity change, negative = inhibition, most hits filed as inhibitors; purified 12hLO, xylenol orange hydroperoxide absorbance; AID 1671190; further: potency means the concentration at half of the fitted maximal effect; on the % scale 0 is the no-effect control and ±100 the full control effect
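Purified human 12hLO at 150 nM in 25 mM Hepes, 0.01% Triton X-100, pH 7.0, preincubated 15 min at room temperature with compound. Reaction started with 40 uM arachidonic acid, 30 min at room temperature. Hydroperoxide measured by Fe-xylenol orange, 573/405 nm absorbance ratio.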
RGS4 inh: human RGS4 inhibition; 390,000 compounds, 0.039% hits; Potency, µM (titrated, usually from 114 µM), for the others: at the highest dose activity change, negative = inhibition, usual class: inhibitors; Transcreener GDP fluorescence polarization, RGS4-accelerated GTP hydrolysis; AID 504845; P49798; further: potency means the concentration at half of the fitted maximal effect; on the % scale 0 is the no-effect control and ±100 the full control effect; nearly all actives have a fitted effect of over 75% in size; some results filed as inactive show a strong effect at the top dose
Target sequence (P49798 whole entry, looked up): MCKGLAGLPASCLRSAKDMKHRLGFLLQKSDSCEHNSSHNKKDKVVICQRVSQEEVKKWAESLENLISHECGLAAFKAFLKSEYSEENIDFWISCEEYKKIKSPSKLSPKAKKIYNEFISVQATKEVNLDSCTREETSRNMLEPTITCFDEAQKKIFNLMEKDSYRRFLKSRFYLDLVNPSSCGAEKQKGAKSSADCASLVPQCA
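MLSMR compounds (23 nl, pin-transferred) preincubated 10 min at room temperature with a 500nM (2x) first reagent, then RGS4 at 900nM (2x) plus Transcreener GDP mix added; fluorescence polarization (620/688 nm) read before and after 90 min at 30 °C.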
PI4K2A block: blocks human PI4K2A kinase activity; Q9BTU6; purified PI4K2A, ADP-Glo luminescence, 1 h; hits give low values; activity change, negative = inhibition, % at 76.9 µM; 420,000 compounds, 0.13% hits; in the data active means activity change below about -50%; inconclusive means mostly about -30% to -49%;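 further: -100% = wells without enzyme as full effect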
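Compounds are screened against recombinant PI4K2A using PI as substrate and ATP, the latter dispensed at 300 microM. Reactions run one hour at ambient temperature before ADP-Glo detection; full inhibition defined by wells lacking enzyme.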
G9a inh: blocks human histone lysine methyltransferase G9a. Potency, µM (series often up to 102 µM), without a hit: at the top dose activity, negative = inhibition, usual class: inhibitors. G9a H3K9 monomethylation, AlphaScreen, 2 h. Q96KQ7. 350,000 compounds, 8.8% hits; further: potency means the concentration at half of the fitted maximal effect; on the % scale 0 is the no-effect control and ±100 the full control effect; nearly all actives have a fitted effect of over 75% in size
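Compounds were preincubated with 20 nM G9a for 15 min, after which biotinylated H3K9 peptide (500 nM) and SAM (20 uM) started a 2 h room-temperature reaction. Monomethylated product was quantified by antibody-based AlphaScreen chemiluminescence.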
* hit, by the source's call; i = inactive; ? = inconclusive; . = no result given; [ ] = another dose, or the depositor's remark. Unless noted, the call rests on the fitted dose curve; in most records, active means well fitted curve in the direction sought with a large enough effect; inconclusive means small, poorly fitted or top-dose-only effect, or another doubt; inactive means no such curve, though single readings can be large; an effect the other way counts as inactive or inconclusive. Some of the compounds tested; the hit share may differ from the screen's.

1. O=C(Cc1ccc(Br)cc1)OCC(=O)N1CCc2ccccc2C1
2. O=C(CSc1ccccn1)Nc1ccc(F)c([N+](=O)[O-])c1
3. CC(CN1CCCC1)OC(=O)c1ccc(Cl)cc1 (stereo unspecified)
4. COc1ccc(-c2nc(CCNC(=O)c3cccs3)cs2)cc1OC
5. CCOC(=O)C1=C(CS(=O)(=O)c2ccccc2)NC(=O)NC1c1cc(OC)c(O)c(OC)c1 (stereo unspecified)
6. CCCCNC(=O)CN1C(=O)COc2ccc(S(=O)(=O)N3CCCC3)cc21

Assay by compound | 1 | 2 | 3 | 4 | 5 | 6
GLS inh | -12.7% | 4.8% | 6.1% | -12.9% | 18.6% | 0.8%
RGS4 inh | 13.1% | -6.0% | -10.9% | -40.6% | 18.8% | -4.5%
ERG-DNA inh | 12.4% | 4.1% | -9.1% | 1.1% | 1.1% | 5.8%
G9a inh | 15.3%[59 µM] | 6.4% | . | 7.8%[59 µM] | 8.1% | 5.9%[59 µM]
HP1b chromo inh | 55.9%[activator] | 11.2% | 24.3% | 50.0%[activator][57 µM] | 20.1% | 19.0%
BAZ2B inh | 8.9% | -19.7% | -5.7% | 10.4% | -11.5% | -0.8%
ALOX12 inh | -1.9% | 0.0% | ? | -7.5% | -32.1% | -11.4%
JMJD2A Tudor | 9.1% | -2.8% | -14.8% | -4.2% | -16.7% | -11.4%
PI4K2A block | -3.2 | 0.8 | -0.5 | -1.1 | 9.0 | 0.7

7. COc1ccc(C(CCNCc2ccc(F)cc2)c2ccc(F)cc2)cc1 (stereo unspecified)
8. COC(=O)c1sc(NC(=O)/C=C/c2ccc(C)cc2)nc1C
9. Cn1c(SCC(=O)Nc2ccc(N3CCOCC3)cc2)nnc1-c1ccco1
10. c1ccc(C2NCCc3ccccc32)cc1 (stereo unspecified)
11. O=C(c1ccc(Br)cc1)N(Cc1nc2ccccc2c(=O)[nH]1)C1CCCC1
12. O=C(Nc1ccc(Cl)cn1)c1ccccc1F

Assay by compound | 7 | 8 | 9 | 10 | 11 | 12
GLS inh | -1.4% | 6.1% | 0.0% | 3.5% | 0.0% | 7.1%
RGS4 inh | 8.1% | 6.8% | 13.1% | 31.6% | ? | 35.6%
ERG-DNA inh | 6.1% | 7.5% | -7.2% | 18.5% | -0.6% | -5.1%
G9a inh | ? | -3.0%[59 µM] | 0.9% | -5.3% | -16.6% | 12.1%[59 µM]
HP1b chromo inh | 76.2%[activator] | 18.3% | -15.0% | 22.4% | 16.9% | 16.9%
BAZ2B inh | 0.7% | -15.7% | -22.7% | -1.2% | -34.4% | -2.0%
ALOX12 inh | ? | -21.0% | -21.8% | -8.3% | -3.9% | ?
JMJD2A Tudor | 8.8% | -17.2% | -20.7% | ? | -17.5% | -9.1%
PI4K2A block | -4.1 | 1.6 | 3.4 | -3.5 | -4.6 | -9.9

13. CCN(CC)C(=O)Cn1c(=O)n(-c2ccccc2)c(=O)c2sccc21
14. CCn1c(C(=O)NCc2ccc(OC)cc2)cc2sc(Cl)cc21
15. CCC(=O)N1CCc2cc(S(=O)(=O)N3CCN(c4cc(Cl)ccc4C)CC3)ccc21
16. O=C(O)CCCCn1c(SCc2ccccc2Cl)nc2ccsc2c1=O
17. CC(C)c1nc(NCCN2CCOCC2)c(C#N)c2c1COC(C)(C)C2
18. CC(C(=O)O)N1c2cccc3cccc(c23)S1(=O)=O (stereo unspecified)

Assay by compound | 13 | 14 | 15 | 16 | 17 | 18
GLS inh | 2.2% | 1.0% | -1.8% | 33.9%[activator] | 9.2% | -0.3%
RGS4 inh | 7.6% | -19.5% | 2.1% | -14.7% | -17.5% | 19.6%
ERG-DNA inh | 1.7% | -4.3% | -2.4% | 4.4% | -7.9% | 10.9%
G9a inh | 29.4% | 1.8%[59 µM] | -3.7%[0.501 µM] | -40.8% | -2.1%[59 µM] | .
HP1b chromo inh | 6.7% | 43.6%[activator] | 43.9%[activator] | 40.9%[activator] | 42.9%[activator] | 18.7%
BAZ2B inh | 0.8% | 2.2% | -3.3% | . | -0.7% | ?
ALOX12 inh | 1.2% | -22.6% | 5.2% | -0.5% | ? | -25.0%
JMJD2A Tudor | -9.9% | -9.1% | -19.5% | -3.1% | -12.8% | -18.1%
PI4K2A block | 1.9 | 2.5 | 6.7 | -3.3 | 5.0 | -3.9

19. O=C(COc1ccc2c(c1)oc(=O)c1ccccc12)NCCCN1CCOCC1
20. CCNc1nc(NOC)nc(OCC#N)n1
21. NC(=O)c1ccsc1NC(=O)c1cccs1
22. CN(CC(=O)Nc1ccc(Cl)c(C(F)(F)F)c1)C(=O)C1(c2ccccc2)CC1
23. CSc1ccc(/C=C/C(=O)OCC(=O)NCC2CCCO2)cc1 (stereo unspecified)
24. CCOC(=O)C1C(=O)OC2(CCCC2)C1C(=O)OCC (stereo unspecified)

Assay by compound | 19 | 20 | 21 | 22 | 23 | 24
GLS inh | -2.7% | 2.6% | -2.8% | -0.1% | 1.9% | 0.4%
RGS4 inh | ? | 22.2% | -23.9% | -17.3% | 18.4% | -9.1%
ERG-DNA inh | 8.8% | -1.0% | 24.0% | 4.9% | 3.1% | 1.2%
G9a inh | 6.4%[59 µM] | -12.0% | . | ? | -6.4%[59 µM] | 24.6%[12.7 µM]
HP1b chromo inh | 63.2%[activator] | 40.8%[activator] | 29.2% | 56.5%[activator] | 19.9% | 18.3%
BAZ2B inh | -15.8% | 10.0% | . | -4.9% | -5.4% | 5.0%
ALOX12 inh | 0.0% | 11.3% | -3.5% | -24.5% | 20.2% | 11.9%
JMJD2A Tudor | -23.6% | -15.4% | -11.3% | -5.5% | -7.1% | -13.9%
PI4K2A block | -10.8 | 1.0 | 71.2 | -1.7 | -0.9 | -6.2

25. CC(C)C(C)(C#N)NC(=O)COC(=O)C1CCN(S(=O)(=O)c2ccc3c(c2)OCCO3)CC1 (stereo unspecified)
26. CCc1nc2nc(C)c(NS(=O)(=O)c3ccc(C)cc3)c(=O)n2[nH]1
27. Cc1[nH]c2ccc(F)cc2c1CCN(Cc1cccnc1)C(=S)Nc1ccccc1
28. CCOC(=O)NC(=O)CSc1nc2ccc(OCC)cc2[nH]1
29. COc1cccc(CC(NC(C)=O)C(=O)NC2CCN(S(=O)(=O)c3cccc4ccccc34)CC2)c1 (stereo unspecified)
30. Cc1ccc(NC(=S)NC(=O)c2ccc(-c3ccc(Cl)cc3)o2)c(O)c1

Assay by compound | 25 | 26 | 27 | 28 | 29 | 30
GLS inh | 0.1% | 26.8% | 7.9% | 8.0% | 5.3% | -4.7%
RGS4 inh | -34.3% | 21.0% | -8.2% | -18.2% | 10.0% | -12.5%
ERG-DNA inh | . | -0.9% | 16.7% | 2.1% | . | -2.8%
G9a inh | . | -27.8%[59 µM] | 56.2µM* | 16.1%[0.0925 µM] | 3.4% | 6.2%[59 µM]
HP1b chromo inh | 11.0% | 28.9% | -1.5% | 38.4%[activator] | 30.3% | 18.7%
BAZ2B inh | . | -9.8% | . | 6.1% | 2.7% | -1.4%
ALOX12 inh | 3.3% | -0.8% | -7.3% | 0.0% | -22.5% | ?
JMJD2A Tudor | -12.9% | -2.7% | ? | 0.3% | -25.0% | 7.3%
PI4K2A block | 6.9 | -2.6 | 1.1 | -0.5 | -2.4 | -1.2

31. O=C(O)CC/C(=N\NC(=O)c1ccc(F)cc1)c1ccc(Br)cc1
32. Cc1ccc2nc(-c3ccc(NC(=O)COc4ccc(Cl)c(C)c4)cc3)sc2c1
33. CC1=NN(C(=O)c2ccccc2Cl)C(O)(c2ccccc2)C1 (stereo unspecified)
34. O=C(NCc1ccco1)C1CCN(c2ccc(S(=O)(=O)N3CCOCC3)cc2[N+](=O)[O-])CC1
35. CN(C)/C=C/C(=O)c1c(F)cccc1F
36. CCOc1ccc(NC(=O)CN(C)C(=O)c2cccnc2Sc2ccccc2Cl)cc1OCC
37. O=C(NC(=S)N1CCOCC1)c1ccccc1Cl

Assay by compound | 31 | 32 | 33 | 34 | 35 | 36 | 37
GLS inh | -14.2% | 5.9% | -3.9% | -2.7% | -16.2% | 6.2% | 2.6%
RGS4 inh | 9.4% | 2.5% | 21.7% | -10.6% | 11.1% | 24.2% | -15.2%
ERG-DNA inh | -6.5% | 3.6% | -2.3% | 0.6% | -3.4% | 0.1% | -2.9%
G9a inh | 9.2% | ? | 7.3% | -29.7% | 5.4% | -25.8% | .
HP1b chromo inh | 32.9%[activator] | 2.3% | 46.3%[activator] | -6.1% | 39.4%[activator] | 6.6% | 30.2%
BAZ2B inh | . | -11.1% | -21.9% | -28.4% | -33.8% | -2.4% | -1.7%
ALOX12 inh | i | 9.1% | 20.0% | -2.4% | 0.0% | -21.4% | 1.26µM*
JMJD2A Tudor | -13.3% | -12.1% | -18.8% | ? | 8.0% | -24.8% | 0.0%
PI4K2A block | -3.8 | -10.7 | 4.5 | 3.4 | 7.2 | 1.5 | -1.8
